High-throughput results: PubChem BioAssay, National Center for Advancing Translational Sciences (NCATS)
Tb PFK block – blocks T. brucei phosphofructokinase. O15648. T. brucei PFK, ADP-Glo luminescence. Potency, µM (doses to about 57.5 µM), for the others: at the top dose activity, negative = inhibition, usual class: inhibitors. 0.17% of 330,000 active;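 further: potency means the concentration at half of the fitted maximal effect; 0% = uninhibited 1x PFK enzyme wells and -100% = no-enzyme wells; nearly all actives have a fitted effect of over 60% in size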
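ADP-Glo luminescence quantified ADP after 45 min at room temperature, with 1.25 nM T. brucei PFK, 0.1 mM ATP and 0.5 mM fructose-6-phosphate in pH 8.0 TEA buffer. qHTS titrations up to 57 µM; curves classified by quality.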
Giardia kill – kills Giardia lamblia; Giardia lamblia trophozoite viability; activity change, % at 7.66 µM, hits read low; 0.15% of 340,000 active; AID 540267; in the data active means activity change below about -80%; inconclusive means between about -30% and that limit;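 further: parasites exposed to compound for two days anaerobically before the ATP read; on the % scale 0 is the no-effect control and ±100 the full control effect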
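Trophozoites 100 cells/well + cpd; 48 hrs, 37 deg C, anaerobic. ATPLite 1-Step added, 15-30 min RT, luminescence read (ATP-based viability).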
hERG WT inh – inhibitors of human wildtype KCNH2 potassium channel. Q12809. U2OS, BacMam KCNH2, thallium flux FluxOr; stronger effect = lower value. activity change, % at 1.84 µM. 0.37% of 340,000 active;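 active means maximum activity change below -70%; inconclusive means maximum activity change between -70% and -50%; inactive means maximum activity change above -50%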; further: on the % scale 0 is the no-effect control and ±100 the full control effect
Target sequence (Q12809 whole entry, looked up): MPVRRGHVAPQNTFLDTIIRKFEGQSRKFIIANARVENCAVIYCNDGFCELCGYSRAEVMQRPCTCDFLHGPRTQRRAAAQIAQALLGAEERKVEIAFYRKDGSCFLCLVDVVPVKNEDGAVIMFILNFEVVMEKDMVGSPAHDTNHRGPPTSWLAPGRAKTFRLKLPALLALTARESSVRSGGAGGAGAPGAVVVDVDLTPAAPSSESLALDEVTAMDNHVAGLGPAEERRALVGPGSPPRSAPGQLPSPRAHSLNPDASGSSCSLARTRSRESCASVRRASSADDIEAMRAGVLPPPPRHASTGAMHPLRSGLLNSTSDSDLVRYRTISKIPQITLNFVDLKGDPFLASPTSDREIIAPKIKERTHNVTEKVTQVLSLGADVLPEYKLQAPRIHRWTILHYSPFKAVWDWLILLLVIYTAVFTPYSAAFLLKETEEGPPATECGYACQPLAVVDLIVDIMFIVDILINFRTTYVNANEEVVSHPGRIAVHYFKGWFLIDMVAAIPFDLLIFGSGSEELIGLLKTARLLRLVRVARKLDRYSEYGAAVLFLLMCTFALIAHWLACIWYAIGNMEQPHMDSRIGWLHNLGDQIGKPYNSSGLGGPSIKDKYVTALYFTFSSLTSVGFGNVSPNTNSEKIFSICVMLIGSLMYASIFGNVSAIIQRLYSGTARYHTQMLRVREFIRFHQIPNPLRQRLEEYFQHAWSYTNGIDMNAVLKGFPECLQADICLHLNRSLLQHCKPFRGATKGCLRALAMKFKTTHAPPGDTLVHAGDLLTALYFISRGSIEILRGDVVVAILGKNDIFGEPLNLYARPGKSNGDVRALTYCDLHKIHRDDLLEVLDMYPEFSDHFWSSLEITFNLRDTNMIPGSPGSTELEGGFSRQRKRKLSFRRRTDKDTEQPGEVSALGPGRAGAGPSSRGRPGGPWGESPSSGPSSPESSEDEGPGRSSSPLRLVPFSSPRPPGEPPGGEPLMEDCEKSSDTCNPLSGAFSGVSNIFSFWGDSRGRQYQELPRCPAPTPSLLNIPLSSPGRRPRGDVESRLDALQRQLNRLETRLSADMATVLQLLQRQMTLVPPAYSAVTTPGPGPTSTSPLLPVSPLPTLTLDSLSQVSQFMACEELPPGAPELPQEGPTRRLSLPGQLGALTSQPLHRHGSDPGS
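U2OS cells transduced with wild-type KCNH2 virus are loaded with FluxOr dye for 45 min, and thallium flux is measured in kinetic reads before and after stimulation buffer. Rate constants are normalized to DMSO controls.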
AT treatment – potential ataxia-telangiectasia treatments restoring KAP-1 phosphorylation. 0.19% of 320,000 active. Potency, µM (top dose mostly 57.5 µM), for inactives: top-dose activation, actives largely listed as activators. […] A-T fibroblasts, KAP-1 phosphorylation AlphaLISA; neocarzinostatin DNA damage 30 min before lysis. AID 485349; further: potency means the concentration at half of the fitted maximal effect; % of control where 0% means no effect; nearly all actives have a fitted effect of over 45% in size
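ATM-like activity read as KAP-1 phosphorylation via AlphaLISA donor/acceptor antibody pairs after lysis and 6 hr at 25C. Cells were ATM-null patient fibroblasts ([…], hTERT), dosed 60 min, then exposed to the DSB inducer NCS for 30 min.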
BCR signal inh – inhibitors of chronic active B-cell receptor signaling; AID 493014; 0.05% of 340,000 active; Potency, µM (top dose mostly 46.1 µM), inactives show at the top dose ratio change, negative = lower green/red ratio, hits mostly inhibitors; ABC-DLBCL IkBa-CBG/CBR reporter, luminescence ratio, 4 h; active means well fitted inhibition curve with a large enough effect in the signal ratio, with a control signal flat, not every such curve was filed as active; inconclusive means small, poorly fitted or top-dose-only effect, or effect the other way, or a change in a side signal; the % refers to the signal ratio;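 further: potency means the concentration at half of the fitted maximal effect; plate controls were basal doxycycline-induced cells for no effect and cells given 10 µM MG132 for full effect; MG132 reads +100%, hits lower the ratio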
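Doxycycline induced both beetle luciferases in TMD8 lymphoma cells; IKK-driven degradation limits the IkappaBalpha-fused green signal, while red luminescence normalises for cell number and nonspecific effects. Compounds tested up to 46 uM, 4 hrs.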
Coupling enz – coupling enzyme interference in Giardia aldolase counter-screen; coupling enzyme system counterscreen, AmpLite Red fluorescence; AID 2472; activity change, negative = inhibition, % at 58.2 µM, hits read low; 0.67% of 290,000 active; in the data active means activity change below about -30%; further: on the % scale 0 is the no-effect control and ±100 the full control effect
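Compounds tested against the coupling enzymes alone at 57.5 uM final; readout was AmpLite Red fluorescence (525/598 nm) after 20 min at RT.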
MLL CXXC-DNA inh – MLL CXXC-DNA interaction inhibition; MLL-CXXC / FITC-HOXA9 DNA fluorescence polarization; 0.037% of 290,000 active; Potency, µM (top dose mostly 115 µM), for inactives: at the top dose activity change, negative = inhibition, usual class: inhibitors; Q03164; active means well fitted inhibition curve with a large enough effect in the polarisation, with a control signal flat, not every such curve was filed as active; inconclusive means small, poorly fitted or top-dose-only effect, or effect the other way, or a change in a side signal; inactive means no such curve, though single readings can be large or run the other way; the % refers to the polarisation; further: potency means the concentration at half of the fitted maximal effect
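Fluorescence polarization: 7 uM MLL-CXXC (stock) preincubated 5 min with compounds, then 50 nM fluorescein-HOX-A9 DNA (stock) added; 30 min ambient. Buffer 50 mM Tris-HCl pH 7.5, 50 mM NaCl, 1 mM DTT, 0.05% BSA.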
TCR activator – activates T cell receptor signaling; primary human leukocytes, anti-CD3, IL-2 HTRF, 48 h; 330,000 tested, under 10 active; Potency, µM (titrated, usually from 9.22 µM), for inactives: top-dose activation of IL-2 secretion, actives largely listed as activators; further: % of control where 0% means no effect
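Readout: HTRF IL-2, Eu-cryptate/d2 antibody pair, 320nm excitation, 665nm emission. Stimulus: a-CD3 beads, no co-stimulation. Cells: primary human leukocytes. Exposure: 48 hr with compound.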
TSHR antagonist – human thyrotropin receptor antagonism; P16473; TSHR-expressing cells, TSH-stimulated cAMP HTRF, 2 h; stronger effect = lower value; activity change, negative = inhibition, % at 11.5 µM; 0.2% of 330,000 active;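 active means activity change below a set negative limit, meaning inhibition stronger than a set level, cut at about -70% in these data; inconclusive means activity change between two set negative limits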; further: on the % scale 0 is the no-effect control and ±100 the full control effect
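Inhibition of cAMP made by TSHR-expressing cells under TSH stimulation (4nM final, EC80; 2 h, 37 deg C) is quantified with a one-step lysis HTRF kit, anti-cAMP cryptate versus cAMP-d2.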
GALK inh – blocks human galactokinase activity; P51570; Purified GALK, Kinase-Glo residual ATP luminescence; Potency, µM (doses to about 57.5 µM), inactives show at the top dose activity change, negative = inhibition, most hits filed as inhibitors; AID 1868; 0.007% of 270,000 active; further: potency means the concentration at half of the fitted maximal effect; on the % scale 0 is the no-effect control and ±100 the full control effect
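ATP-depletion format; final 35 uM ATP, 100 uM D-galactose, 5 nM enzyme; pH 8.0 HEPES/Mg2+ buffer; 60 min RT; luminescence read 10 min after detection reagent.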
Numbers without * were called inactive; ? = inconclusive; . = no result given; [ ] = remark or other dose. Unless noted, the call rests on the fitted dose curve; in most records, active means well fitted curve in the direction sought with a large enough effect; inconclusive means small, poorly fitted or top-dose-only effect, or another doubt; inactive means no such curve, though single readings can be large; an effect the other way counts as inactive or inconclusive.

SMILES | Tb PFK block | Giardia kill | hERG WT inh | AT treatment | BCR signal inh | Coupling enz | MLL CXXC-DNA inh | TCR activator | TSHR antagonist | GALK inh
O=C(Cc1csc(NC(=O)Nc2ccc(Cl)cc2)n1)NC1CCCC1 | 2% | -1 | 9 | -4% | ? | . | . | 3% | -18 | .
O=c1/c(=C/c2ccc([N+](=O)[O-])cc2)sc2n1CCCN=2 | 3% | -8 | 27 | 3% | ? | -4 | -10% | -2% | -2 | -1%
O=C1c2ccccc2C(=O)N1CN(C(=O)COc1ccccc1)c1ccc(F)cc1 | -1% | 21 | 1 | -1% | ? | 0 | 2% | -1% | 2 | .
Cc1ccccc1-n1c(=O)cc(N2CCc3ccccc3C2)[nH]c1=O | 0% | -16 | -2 | 0% | ? | -9 | 10% | -6% | 4 | -3%
CCOC(=O)N/N=C1\CCS(=O)(=O)c2ccc(Cl)cc21 | 4% | -7 | 2 | 2% | -19% | -3 | 4% | 0% | -4 | .
Cc1ccc(S(=O)(=O)N2[C@@H](c3ccc(Cl)cc3)C(C(=O)O)=CC[C@H]2c2ccc(Cl)c(Cl)c2)cc1 | 12% | ? | 0 | 9% | 11% | . | . | 8% | -8 | .
COc1ccc(/C=C/C(=O)Nc2ccc(S(=O)(=O)Nc3cc(C)nc(C)n3)cc2)cc1OC | 1% | -24 | 1 | 3% | -1% | 4 | 2% | 2% | -2 | -2%
COc1ccc(-n2c(SCC(=O)C(C)(C)C)nc3ccsc3c2=O)cc1 | -1% | -14 | 4 | 2% | ? | -3 | -8% | -13% | 27 | 0%
NS(=O)(=O)c1ccc(CNC(=O)/C=C/c2ccc(S(=O)(=O)N3CCOCC3)cc2)cc1 | 1% | 3 | -4 | 4% | ? | 0 | -4% | -9% | 6 | -2%
CC(C)CC(C)NC(=O)c1ccc(C(F)(F)F)cc1 (stereo not drawn) | 2% | -26 | -13 | 14% | 12% | 1 | 1% | 1% | -4 | 0%
O=C1CC[C@@H](O)CCN1CC[C@H](Sc1ccc(Br)cc1)c1ccccc1 | -3% | 12 | -27 | 8% | -14% | . | . | 1% | -6 | .
COCCn1c(-c2ccc(C#N)cc2)nc2c1c(=O)[nH]c(=O)n2Cc1ccccc1 | -6% | -3 | 2 | 3% | -16% | -1 | 5% | 10% | -2 | 11%
CCCCNc1ccc(C(CC(N)=O)NC(=O)Cc2ccc(Br)cc2)cc1[N+](=O)[O-] (stereo not drawn) | -2% | 12 | -1 | -18% | 0% | -1 | -9% | 17% | 7 | 0%
CCSc1nnc(NC(=O)CSc2nc(C)cc(C)n2)s1 | 2% | -2 | 18 | 2% | -10% | 1 | -1% | -8% | -4 | 0%
O=C(Nc1cc(Cl)cc(Cl)c1)N1CCN(C(=O)C2CCCO2)CC1 (stereo not drawn) | -4% | 1 | -22 | 22% | -10% | . | -1% | -4% | 10 | 5%
CC1CC(C)CN(CCOCCSc2ccccc2)C1 (stereo not drawn) | -3% | 0 | 10 | -4% | -1% | 2 | -5% | 1%[46.1 µM] | -4 | .
Cc1cc(/C=N/Nc2nc(N)ncc2[N+](=O)[O-])c(C)n1-c1cccc(C(F)(F)F)c1 | -5% | . | . | 18% | 2% | -1 | 4% | . | -2 | -3%
CCOc1ccc(NC(=S)N2CCC(NC(=O)c3ccccc3)CC2)cc1 | 4% | -14 | 10 | -6% | 5% | 1 | 2% | -2% | -2 | 8%
Cc1c(C(=O)N2CCOCC2)oc2c1C(=O)CC(C)(C)C2 | -4% | 2 | -11 | 10% | 0% | 0 | 4% | . | 5 | 0%
COC(=O)c1cc(NC(=O)C23CCC(C)(C(=O)O2)C3(C)C)cc(C(=O)OC)c1 (stereo not drawn) | 6% | -11 | 7 | 0% | -2% | 0 | -2% | 1% | 8 | 0%
COc1cc(/C=N/NS(=O)(=O)c2ccccc2)c(OC)c(OC)c1 | 1% | -11 | 0 | -17% | ? | 0 | ? | -4% | 11 | -1%
O=C(Nc1ccc2[nH]ncc2c1)c1cccc(F)c1 | 3% | 25 | 4 | 5% | ? | 3 | 7% | . | 8 | 0%
COc1ccc(-c2cc(C(=O)Nc3cc(C)on3)no2)cc1 | -4% | -26 | -7 | 2% | 3% | 0 | 11% | -1% | 0 | 4%
CC1CCCC(NC(=O)COC(=O)c2sc3ccccc3c2Cl)C1C (stereo not drawn) | -2% | 0 | 4 | -5% | 9% | 1 | 11% | -1%[46.1 µM] | 11 | -3%
Cc1ccc(C)c(CN2CCCN(Cc3cc(C)ccc3C)S2(=O)=O)c1 | 5% | 0 | -25 | -9% | ? | 5 | 7% | 7% | -4 | .
O=C(CNCc1cccs1)NC12CC3CC(CC(C3)C1)C2 | -8% | -1 | -15 | 10% | 0% | 1 | 5% | 5% | -5 | -2%
CCC(c1nnnn1Cc1ccco1)N(Cc1cc2cc(OC)ccc2[nH]c1=O)C1CCCCC1 (stereo not drawn) | -4% | 8 | 1 | -5% | ? | -4 | -2% | -6% | 13 | -2%
CC(NC(=O)CNC(=O)C1O[C@@H]2OC(C)(C)O[C@@H]2[C@H]2OC(C)(C)O[C@@H]12)C(=O)O (stereo partly drawn) | 0% | -15 | -1 | -2% | -9% | 1 | 7% | -2% | 5 | -1%
COc1ccc(S(=O)(=O)N2CCOCC2)cc1C(=O)Nc1ccc2c(c1)OCO2 | -11% | 2 | 19 | -1% | 1% | 1 | 17% | 12% | -8 | 0%
Cc1cc2c(=O)n(Cc3ccco3)c(SCC(=O)c3ccc(Cl)s3)nc2s1 | -5% | 1 | 13 | 0% | 10% | -4 | 2% | . | -14 | 0%
Cc1ccc(C2C=NN(c3ccccc3)C2=O)cc1 (stereo not drawn) | 2% | -23 | 2 | -1% | ? | -11 | -13% | 2% | -12 | 7%
CCn1c2ccccc2c2cc(NC(=O)CSc3nnc(-c4cccc(Cl)c4)o3)ccc21 | 4% | -17 | -16 | 5% | -4% | 0 | ? | -8% | -4 | 0%
COC(=O)c1c(NC(=O)CSc2n[nH]c(N)n2)sc(C)c1C | -1% | 37[activator] | -7 | 3% | -2% | -1 | 7% | -14% | -9 | 2%
CC(Oc1ccc(Cl)cc1)C(=O)NCCCn1ccnc1 (stereo not drawn) | -4% | 21 | 9 | . | 21% | 0 | -8% | -1% | -6 | 0%
O=C(c1ccc2c(=O)n3c(nc2c1)CCCCC3)N1CCN(c2ccc(Cl)cc2)CC1 | -1% | 15 | -1 | 8% | 21% | -1 | . | 0% | -15 | .
CSc1n[nH]c(NCc2ccccc2)n1 | -1% | 5 | 3 | -3% | 2% | 3 | 4% | -3% | -5 | -2%
CN1CCN(C(=O)CN(CCc2ccccc2)S(C)(=O)=O)CC1 | 7% | 2 | -6 | 1% | ? | 2 | 12% | . | 15 | 2%
CCCn1c(N)c(C(=O)COC(=O)CCS(=O)(=O)c2ccc(C)cc2)c(=O)[nH]c1=O | -8% | -4 | -5 | 2% | 4% | . | -8% | 12% | 0 | 0%
Cc1ccc(C)c(OCC(O)CN2CCC(CN3C(=O)c4cccc5cccc(c45)C3=O)CC2)c1 (stereo not drawn) | 0% | 20 | -35 | 2% | 0% | 0 | -1% | 6%[46.1 µM] | 3 | 1%
Cc1ccc(Sc2ccncc2S(N)(=O)=O)cc1 | 2% | -9 | -3 | -5% | -5% | 3 | 18% | -5%[46.1 µM] | 0 | 2%
Cn1cccc1Cc1nnc(SCC(=O)Nc2cccc(Cl)c2)n1-c1ccc(F)cc1 | -6% | -7 | 1 | 9% | ? | 2 | -3% | -5%[46.1 µM] | -3 | -3%
COC(=O)c1ccc(CNC(=O)CSC(C)C(=O)Nc2cc(C)on2)cc1 (stereo not drawn) | -1% | 12 | 1 | 10% | -3% | . | . | -6% | -4 | .
CCCCCn1c(=S)[nH]c2ncccc2c1=O | 2% | 13 | -34 | -2% | -2% | 3 | 5% | 3% | 0 | -2%
CCc1ccc(N(C(C)=O)c2nc(CCl)cs2)cc1 | -7% | 2 | 7 | -3% | 0% | -1 | -2% | . | -10 | 8%
COc1cc(C(=O)NC(C(=O)Nc2cccc(C(C)=O)c2)C(C)C)cc(OC)c1OC (stereo not drawn) | 6% | -5 | -4 | 18% | -14% | -2 | 1% | -7% | 2 | 0%

In a second layout: entries from further up
| SMILES | Tb PFK block | Giardia kill | hERG WT inh | AT treatment | BCR signal inh | Coupling enz | MLL CXXC-DNA inh | TCR activator | TSHR antagonist | GALK inh |
| --- | --- | --- | --- | --- | --- | --- | --- | --- | --- | --- |
| CCCCNc1ccc(C(CC(N)=O)NC(=O)Cc2ccc(Br)cc2)cc1[N+](=O)[O-] (stereo not drawn) | -2% | 12 | -1 | -18% | 0% | -1 | -9% | 17% | 7 | 0% |
| CCSc1nnc(NC(=O)CSc2nc(C)cc(C)n2)s1 | 2% | -2 | 18 | 2% | -10% | 1 | -1% | -8% | -4 | 0% |

An unsorted share of the library. Share with any hit: about 1.6%.
